NPSR antag – neuropeptide S receptor (human) antagonism, cAMP; AID 1461; CHO-NPSR cells, cAMP TR-FRET, antagonist mode; Potency, µM (highest dose often 38.3 µM), for the others: at the highest dose activity change, negative = inhibition, actives largely listed as inhibitors; actives 1% (n = 220,000); further: potency means the concentration at half of the fitted maximal effect; on the % scale 0 is the no-effect control and ±100 the full control effect; nearly all actives have a fitted effect of over 50% in size; many of its hits are not listed in these tables
Target sequence (Q6W5P4 whole entry, looked up): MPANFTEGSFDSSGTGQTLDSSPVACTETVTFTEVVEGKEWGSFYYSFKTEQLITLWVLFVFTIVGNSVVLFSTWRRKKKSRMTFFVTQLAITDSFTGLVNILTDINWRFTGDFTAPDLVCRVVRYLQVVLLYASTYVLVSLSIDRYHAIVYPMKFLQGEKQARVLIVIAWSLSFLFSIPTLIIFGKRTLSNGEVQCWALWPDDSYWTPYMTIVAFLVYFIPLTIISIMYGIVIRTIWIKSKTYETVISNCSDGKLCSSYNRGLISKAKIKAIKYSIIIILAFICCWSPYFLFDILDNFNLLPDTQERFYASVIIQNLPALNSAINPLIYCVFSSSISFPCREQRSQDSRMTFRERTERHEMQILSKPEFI
Lamin A splicing – modulators of lamin A splicing; HeLa LMNA splicing GFP/RFP minigene ratio, 48 h; AID 1487; actives 0.01% (n = 200,000); Potency, µM (doses to about 46.1 µM), for inactives: at the top dose ratio change, negative = inhibition, actives largely listed as inhibitors; active means well fitted inhibition curve with a large enough effect in the signal ratio, with a control signal flat, not every such curve was filed as active; inconclusive means small, poorly fitted or top-dose-only effect, or effect the other way, or a change in a side signal; the % refers to the signal ratio; further: potency means the concentration at half of the fitted maximal effect; on the % scale 0 is the no-effect control and ±100 the full control effect
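Read-out is the ratio of GFP to DsRed2 object intensity, acquired by 488 nm laser-scanning cytometry on HeLa lamin A-EGFP minigene reporter cells. Compound incubation 48 hrs at 37 °C in Opti-MEM with 2% FBS; DMSO 0.5% final.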
Epigenetic derep – epigenetic control regulation, reporter derepression; Potency, µM (top dose mostly 53.9 µM), for the others: at the top dose GFP activation, actives largely listed as activators; murine LDR cells, GFP reporter derepression, 30 h; actives 0.2% (n = 280,000); further: potency means the concentration at half of the fitted maximal effect; % of control where 0% means no effect; nearly all actives have a fitted effect of over 60% in size
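Murine LDR cells bearing a silenced CMV-driven GFP reporter were exposed to compound for 30 h at 37 C. After PBS washes, GFP-positive cells (20-120 um objects) counted by laser-scanning microplate cytometry.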
IMPase Li cell – membrane-permeable IMPase blocker, potentiated with lithium; actives 0.35% (n = 210,000); Potency, µM (doses to about 59.4 µM), without a hit: at the highest dose activity, negative = IMPase inhibition, hits mostly inhibitors; CHO-M1 cells, IP1 TR-FRET (IP-One), carbachol + lithium; AID 1457;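 further: IP1 builds up when IMPase is blocked and the TR-FRET signal falls; potency means the concentration at half of the fitted maximal effect; plate controls were basal vehicle for no effect and high inhibitor control for full effect; nearly all actives have a fitted effect of over 50% in size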
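CHO-M1, 2000 cells/well, 16–30 h culture; cpd + low Li+, 30 min 37C; lysis with d2-IP1/Eu-anti-IP1 Ab, 10 min RT; TR-FRET 665/620 ratio and 620 channel; AC50 via Hill.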
Luc counter – blocks Kinase-Glo luciferase, a counter-screen artifact | Q27757 | Kinase-Glo luciferase, ATP luminescence, 8 min | Potency, µM (series often up to 38.3 µM), for the others: top-dose activity change, negative = inhibition, hits mostly inhibitors | actives 0.28% (n = 200,000) | AID 1379; further: potency means the concentration at half of the fitted maximal effect; on the % scale 0 is the no-effect control and ±100 the full control effect; nearly all actives have a fitted effect of over 60% in size
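Substrate mix (final 50 mM imidazole pH 7.2, 50 mM KCl, 7 mM MgCl2, 10 uM ATP, 0.01% Tween 20, 0.05% BSA) plus pin-tool compound, then Kinase-Glo detection mix; 8 min ambient, luminescence read.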
CBFb-RUNX1 inh – CBF-beta/RUNX1 interaction disruption; Q01196+Q13951; AlphaScreen CBFb-His/RUNX1-biotin binding, biochemical; Potency, µM (doses to about 59.8 µM), for the others: at the highest dose activity, negative = inhibition, most hits filed as inhibitors; 230,000 tested, under 10 active; AID 1477; further: % of control where 0% means no effect
Target sequence (Q01196 whole entry, looked up): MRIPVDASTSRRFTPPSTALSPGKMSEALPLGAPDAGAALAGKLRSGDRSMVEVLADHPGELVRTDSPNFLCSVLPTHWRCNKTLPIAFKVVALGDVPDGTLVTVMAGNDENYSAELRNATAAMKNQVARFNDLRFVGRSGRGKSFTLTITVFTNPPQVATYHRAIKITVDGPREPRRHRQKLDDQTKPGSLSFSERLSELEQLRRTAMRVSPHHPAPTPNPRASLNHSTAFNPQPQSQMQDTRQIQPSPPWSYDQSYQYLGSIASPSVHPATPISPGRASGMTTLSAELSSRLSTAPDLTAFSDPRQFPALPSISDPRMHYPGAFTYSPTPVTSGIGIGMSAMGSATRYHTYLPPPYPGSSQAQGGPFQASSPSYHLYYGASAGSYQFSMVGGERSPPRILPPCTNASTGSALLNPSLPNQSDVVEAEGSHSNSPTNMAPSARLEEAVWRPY
Target sequence (Q13951 whole entry, looked up): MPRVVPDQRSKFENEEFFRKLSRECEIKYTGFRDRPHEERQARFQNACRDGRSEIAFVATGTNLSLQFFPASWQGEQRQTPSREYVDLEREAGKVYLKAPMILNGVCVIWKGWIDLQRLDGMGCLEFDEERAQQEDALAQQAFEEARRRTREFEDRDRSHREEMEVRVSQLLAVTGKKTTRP
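His-tagged CBF-beta and biotinylated RUNX1 (30 nM each) were premixed 20 min at room temperature, exposed to compound for 15 min, then given nickel-chelate and streptavidin AlphaScreen beads (50 ng each). After 90 min, AlphaScreen signal was read.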
aGal spleen mod – inhibitors or activators of human alpha-galactosidase in spleen homogenate. Potency, µM (highest dose often 80 µM), for the others: at the highest dose activity change, negative = inhibition, usual class: inhibitors. AID 2107. actives 0.008% (n = 240,000). P06280. human spleen homogenate, 4MU-alpha-Gal fluorescence, 40 min;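 further: potency means the concentration at half of the fitted maximal effect; 0% = enzyme with vehicle and -100% = no enzyme basal signal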
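Fluorogenic readout (Ex 365/Em 440 nm) of 4-methylumbelliferone released from 1 mM 4-MU-alpha-galactoside by spleen homogenate, 40 min at 37C, pH 5.0. Data normalized to no-enzyme and enzyme controls; Hill-equation AC50 from compound titrations.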
* marks the source's active call; other numbers are inactive results; ? = inconclusive; . = not tested or not shown; [ ] = remark or other dose. Unless noted, the call rests on the fitted dose curve; in most records, active means well fitted curve in the direction sought with a large enough effect; inconclusive means small, poorly fitted or top-dose-only effect, or another doubt; inactive means no such curve, though single readings can be large; an effect the other way counts as inactive or inconclusive. Not all compounds are listed (hit frequency here may not be typical).

SMILES	NPSR antag	Lamin A splicing	Epigenetic derep	IMPase Li cell	Luc counter	CBFb-RUNX1 inh	aGal spleen mod
C[n+]1ccc(/C=N/Nc2nc(Cl)c(C#N)c(Cl)c2Cl)cc1	-27%	?	3.8%	34%[activator]	-18%	-16%	-12%
O=C(O)CCC(=O)Nc1ccc(NC(=O)c2ccc(Cl)cc2Cl)c(Cl)c1	-8%	15%[46 µM]	-1.2%	12%	2%	5%	1%
CC(=O)Nc1nc(C)c(C(C)=O)s1	5%[46.1 µM]	4%	-4.1%	28%[38.3 µM]	-1%	4%	-4%
CCn1cc(C(=O)NCc2ccccn2)c(=O)c2cc(F)c(N3CCN(C)CC3)cc21	-6%[46.1 µM]	-5%	-1.0%	10%[38.3 µM]	1%	5%	4%
CCNCc1cc(Cl)c(OCc2ccccc2)c(OCC)c1	-19%	.	11%	21%	-2%	-6%	-16%
O=C1Nc2ccc(Cl)cc2/C1=C/C1CC=CCC1 (stereo not given)	-40%	?	1.1%	0%	2%	3%	-3%
COCCN(C(=O)C1CCCC1)c1c(N)n(Cc2ccccc2)c(=O)[nH]c1=O	14%	.	-3.5%	-10%	-1%	-11%	3%
O=C(/C=C/c1cccc(F)c1)Nc1ccc(S(=O)(=O)Nc2ncccn2)cc1	17%	.	-0.1%	.	.	-4%	5%
O=C(/C=C/c1ccccc1[N+](=O)[O-])OCC(=O)c1ccccc1	-13%	.	0.0%	-1%	-1%	2%	-4%
O=[N+]([O-])c1ccc(Cc2ccncc2)cc1	9%	.	0.0%	3%	-1%	2%	12%
CCOC(=O)c1ccc(NC(=S)N(CCCN2CCN(CC)CC2)Cc2ccco2)cc1	6%	?	-3.0%	9%	-2%	-7%	6%
CC(C)(C)c1c(Cl)c(O)c(-c2ccccc2)c(=O)n1-c1ccccc1	-9%	.	-1.7%	1%	-1%	-5%	13%
COc1ccccc1CNC(=O)c1nnc(Cc2ccc(Cl)cc2)o1	-4%	9%	-1.7%	6%	0%	2%[2.36 µM]	7%
COCCNC(=O)CCCC(=O)NCCOC	11%	-7%	0.0%	8%	3%	-1%	3%
Cn1nnnc1SCC(=O)Nc1ccccc1Cc1ccccc1	8%[46.1 µM]	15%	-0.7%	4%[38.3 µM]	-7%	1%	0%
CN1CCS/C1=C\C=C1/SC(=S)N(CC(=O)O)C1=O	-34%	.	-0.3%	42%[activator]	-1%	-9%	-10%
CC(C)CCN1CN(S(=O)(=O)c2cccs2)c2nc3ccccc3nc21	-17%[46.1 µM]	2%	0.0%	17%[38.3 µM]	-1%	-2%	2%
O=C(COC(=O)C1CCN(S(=O)(=O)c2ccc3c(c2)OCCO3)CC1)Nc1cc(C(F)(F)F)ccc1Cl	5%[46.1 µM]	-2%	1.0%	4%	1%	9%	1%
CCOC(=O)c1nn(-c2cccc(OC)c2)c(-c2ccccc2)c1C(=O)c1ccccc1	?	-6%	-1.3%	16%[38.3 µM]	0%	-2%	10%
Cc1ccc2nc(NC(=O)CN3C(=O)C4CC=CCC4C3=O)sc2c1 (stereo not given)	-4%	-1%[46 µM]	-2.0%	3%	-1%	4%	1%
CCCCCCOc1ccc(C(=O)O)cc1C#N	-13%	9%	0.2%	-10%	1%	-4%	1%
COCCN=c1scc(-c2cc(OC)ccc2OC)n1/N=C/c1c[nH]c2ccccc12	-36%	-29%	-3.0%	-7%	-2%	?	11%
CCO[C@@H]1OC(C(=O)N2CCN(Cc3ccccc3)CC2)=C[C@H](c2ccccc2)[C@H]1CCCO	15%	.	0.1%	3%	.	5%	-9%
Cc1cccc(NC(=O)c2cc(NC(=O)C3CCCCC3C(=O)O)ccc2N2CCCCC2)c1 (stereo not given)	-28%[46.1 µM]	-5%	0.0%	6%	-3%	10%	2%
ONc1cccnc1-n1nc(C(F)(F)F)cc1C(F)(F)F	2%	-19%[9.22 µM]	-1.9%[10.1 µM]	7%	2%	-4%	-20%
CC(C)CNC(=O)c1cccc(NC(=O)COc2ccc([N+](=O)[O-])cc2)c1	-8%	?	-0.6%	14%	-8%	8%	1%
COc1ccc(OC)c(CCNC(=O)Cn2cccc2C(=O)c2ccccc2C)c1	-31%	.	-0.1%	24%	12%	-12%	-23%
COCCOc1cc(N(CC(=O)N(C)C)S(=O)(=O)c2ccccc2)c(Cl)cc1Cl	-4%	.	-1.7%	6%	3%	2%	6%
O=[N+]([O-])c1ccc2c(c1N1CCCCC1)=NC1(CCCCC1)[N+]=2[O-]	?	.	4.0%	.	.	-26%	-2%
CNC(=O)CCCCC(=O)N/N=C/c1ccc(Cl)cc1Cl	-1%	.	0.1%	.	.	5%	-4%
CC1(C)NC(=O)N(CCCCOc2ccc(Cl)cc2)C1=O	-6%[46.1 µM]	-7%	0.7%	36%[activator][38.3 µM]	19%	3%	-1%
COc1ccccc1NC(=O)c1nnn(CC(=O)Nc2cccc(SC)c2)c1N	?	4%	-17%	6.3µM*	13%	7%	1%
COC(=O)CC1C(=O)NCCN1C(=S)NC(=O)c1ccccc1[N+](=O)[O-] (stereo not given)	18%	-4%	-1.0%	4%	0%	1%	10%
CC12CCC(C(=O)Nc3cccc(Cl)c3Cl)([C@H](Br)C1=O)C2(C)C (stereo not given in full)	-13%	.	3.3%	.	.	14%	0%
CCCCCCN(C(=O)CCCCCN1C(=O)NC(c2ccc3ccccc3c2)C(C(=O)OCc2ccccc2)=C1C)C(C(=O)NCCCC)c1ccc(OCC(=O)OC)c(C(=O)OC)c1 (stereo not given)	.	.	4.7%	4%	-2%	12%	-1%
CCC(C)Oc1cc(-c2ccnc(Nc3cccc(Cl)c3)n2)ccn1 (stereo not given)	-35%	.	?	.	.	?	7%
COc1cc(-c2nnc(SCC(=O)c3ccccc3)o2)cc(OC)c1OC	-11%[46.1 µM]	?	1.1%	-3%[38.3 µM]	-6%	6%	6%
CC(NC(=O)CCSc1nc(-c2ccc3c(c2)OCO3)cc(C(F)(F)F)n1)c1ccccc1 (stereo not given)	?	0%	0.0%	?	0%	10%	-19%
CCc1ccc(Nc2nnc(SCC(=O)Nc3ccc(C(=O)O)cc3)s2)cc1	1%	.	-5.4%	.	.	-4%	9%
O=c1c2ccccc2c(C=NCCCN2CCOCC2)c(O)n1Cc1ccc2c(c1)OCO2	-34%	?	1.9%	7%	0%	?	-5%
Cc1ccccc1-c1cc(N2CCNCC2)ncn1	.	-9%	.	-3%	.	.	3%
CCNC(=S)N(Cc1ccc2c(c1)OCO2)C1CC(=O)N(c2ccc(F)cc2)C1=O (stereo not given)	-17%[46.1 µM]	-6%	0.0%	19%[38.3 µM]	-1%	10%	5%
CC(=O)N1CCN(C(=O)COc2ccc(N(C)S(=O)(=O)c3cccs3)cc2)CC1	9%	.	-0.2%	-3%	.	-1%	-1%
CC[n+]1ccc2cc(OC)c(OC)cc2c1Cc1ccc(OC)c(OC)c1	36%	-7%[46 µM]	1.0%	1%	1%	-3%	4%
CCCC(=O)NCc1ccc2c(c1)cc(C)n2C	-8%[46.1 µM]	6%	-1.7%	-13%[38.3 µM]	0%	1%	0%

An excerpt from above in order of their number in Epigenetic derep, largest number first.
Structure	Epigenetic derep
CCCCCCN(C(=O)CCCCCN1C(=O)NC(c2ccc3ccccc3c2)C(C(=O)OCc2ccccc2)=C1C)C(C(=O)NCCCC)c1ccc(OCC(=O)OC)c(C(=O)OC)c1 (stereo not given)	4.7%
CCNC(=S)N(Cc1ccc2c(c1)OCO2)C1CC(=O)N(c2ccc(F)cc2)C1=O (stereo not given)	0.0%
COc1ccccc1NC(=O)c1nnn(CC(=O)Nc2cccc(SC)c2)c1N	-17%

Next part.
SMILES	NPSR antag	Lamin A splicing	Epigenetic derep	IMPase Li cell	Luc counter	CBFb-RUNX1 inh	aGal spleen mod
CN(Cc1ncc[nH]1)C(=O)CC1C(=O)NCCN1Cc1c(F)cccc1Cl (stereo not given)	-3%	.	-0.1%	0%	1%	-4%	2%
Cc1cc(C)c2c(-n3cccc3)c(C(=O)NNS(=O)(=O)c3ccc(Cl)cc3)sc2n1	-16%[46.1 µM]	9%	-0.5%	-6%[38.3 µM]	0%	-5%	7%
CCn1c(=O)c(C(=O)CN2CCc3ccccc32)c(N)n(Cc2ccccc2)c1=O	-36%	-1%	-1.0%	5%	4%	3%	6%
COc1cccc(OC)c1C(=O)Nc1nc2ccc(S(C)(=O)=O)cc2s1	-7%[46.1 µM]	?	-1.0%	3%[38.3 µM]	-3%	0%	0%
FC(F)(F)c1ccc(Cl)c(NC(=S)N/N=C/c2ccccc2Cl)c1	-2%	.	1.2%	.	.	2%	3%
CC(C)(C)OC(=O)N1CCC[C@H]1c1nnc(SCC(=O)Nc2ccc(Br)cc2)o1	15%[7.67 µM]	.	-0.3%	.	.	4%	5%
Cn1ccc(C(=O)NC(=S)N2CCSCC2)n1	-6%	-12%[46 µM]	2.2%	.	.	11%	-12%
CC(=O)NC(Cc1ccc(C(C)C)cc1)C(=O)NC1CCN(C(=O)c2cccc(C)c2)CC1 (stereo not given)	-18%	6%[46 µM]	1.0%	-1%	-1%	6%	3%
Cc1nn(-c2ccccc2)c(Cl)c1/C=N/Nc1nc2ccccc2[nH]1	-7%[46.1 µM]	4%	0.0%	.	.	1%	6%
COc1ccccc1NC(=O)Nn1cnnc1	4%[7.67 µM]	2%	-0.8%	5%[38.3 µM]	-1%	6%	2%
COc1ccccc1NC(=O)c1c(C)nc2ccccc2c1C(=O)O	0%[7.67 µM]	.	-1.4%	.	.	11%	5%
Cn1cccc1C(=O)OCC(=O)Nc1ccc2c(c1)OCO2	6%	.	-5.3%	-3%	-3%	0%	1%
COC(=O)CNC(=O)c1ccc2c(c1)S(=O)(=O)c1ccccc1C2=O	-8%[46.1 µM]	1%	-0.9%	-11%[38.3 µM]	-3%	-3%	-3%
CCOC(=O)c1c(N)c(C#N)cn1-c1ccccc1	-8%[46.1 µM]	-1%	0.9%	-13%	3%	4%	-23%
COCCNc1cc(C)nc2c3c(C)cc(C)nc3nn12	-12%[46.1 µM]	-8%	-4.8%	-28%[38.3 µM]	-1%	13%	?
CCCCOC(=O)c1ccc(NC(=O)C(=O)NCCN(CC)CC)cc1	2%	.	1.1%	.	.	10%	-2%

2 entries from above, comma-delimited.
mol,NPSR antag,Lamin A splicing,Epigenetic derep,IMPase Li cell,Luc counter,CBFb-RUNX1 inh,aGal spleen mod
Cc1nn(-c2ccccc2)c(Cl)c1/C=N/Nc1nc2ccccc2[nH]1,-7%[46.1 µM],4%,0.0%,.,.,1%,6%
CCn1c(=O)c(C(=O)CN2CCc3ccccc32)c(N)n(Cc2ccccc2)c1=O,-36%,-1%,-1.0%,5%,4%,3%,6%

From PubChem BioAssay
